Source: PubChem
VCAM1 TNFa inh: reduces TNF alpha induced VCAM1 expression in HUVEC; inhibition, % at 2 µM; AID 802; HUVEC TNFa-induced VCAM-1 immunofluorescence, high-content imaging; 95,000 compounds, 0.48% hits;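 active = inhibition above the batch mean plus 3 SD, with images confirmed as a hit by eye, cut at about 37% in these data; inconclusive = inhibition above that limit but hit not confirmed in images; inactive = inhibition not above that limit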;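 also: 0% = TNF-stimulated DMSO wells and 100% = unstimulated control wells; not every result past the cut was called active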
HUVEC tox IL1B: toxic to HUVEC cells under IL-1B stimulation. HUVEC cell count loss, Hoechst imaging, IL-1B stimulated. cell count reduction, % at 2 µM. 94,000 compounds, 0.41% hits. AID 845;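 active = cell count reduction more than 3 SD above the screen-wide mean, cut at about 70% in these data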;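 also: normalized per plate to untreated control cells as the no-loss baseline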
sEH inhibitor: soluble epoxide hydrolase (human) inhibition | AID 707 | recombinant human sEH enzymatic activity assay | P34913 | inhibition, % at 2 µM | 91,000 compounds, 0.34% hits; in the data active = inhibition above about 80%; also: values of inactives mirror those of a sister screen read the other way; many of its hits are not listed in these tables
hDAT+cocaine: human DAT dopamine uptake with cocaine, either direction; Q01959; LLC-PK1 hDAT cells, [14C]-dopamine uptake with cocaine IC80; actives deviate in either direction; B-score at 10 µM; 110,000 compounds, 1.3% hits; AID 449768;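 active = Z score or B-score, a plate-position-corrected score, falls beyond the plate's 99.7% confidence bounds, in either direction; inactive = both scores lie inside the 99.7% bounds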;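 also: scored against the spread of the other compound wells on the same plate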
HUVEC tox TNFa: toxic to HUVEC cells under TNF alpha stimulation. cell count reduction, % at 2 µM. HUVEC TNFalpha-stimulated, Hoechst cell count, imaging. 93,000 compounds, 0.17% hits;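 active = cell count reduction exceeding the screen mean by over 5 SD, scaled to untreated wells per plate, cut at about 78% in these data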;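 also: cells counted after 24 h of TNF alpha exposure following the 1 h pretreatment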
E coli WT exp: E. coli BW25113 growth inhibition, expanded screen. OD600 absorbance. growth inhibition, % at 100 µM. 98,000 compounds, 0.15% hits. AID 710;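 active = growth inhibition above about 50% at one test dose, limit read from the data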;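 also: growth measured after 20 h incubation at 37 °C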
cytoskel mod: modifiers of cytoskeleton assembly; HUVEC TNFa F-actin phalloidin imaging, high content; 91,000 compounds, 0.18% hits; AID 836; inhibition, % at 2 µM;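 active = inhibition above the batch mean plus 3 SD and confirmed as a hit by visual image inspection, cut at about 30% in these data, passing the limit was not always enough; inconclusive = above the inhibition threshold but rejected on visual inspection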; also: strong numbers were not always called active
PLK1 PBD inh: Plk1 (human) PBD binding inhibition; Plk1 PBD phosphopeptide binding, fluorescence polarization; inhibition, %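 (tested at about 20 µM)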; 97,000 compounds, 0.13% hits; AID 693; in the data active = inhibition above about 34%, passing the limit was not always enough
Target sequence (P53350 whole entry, looked up): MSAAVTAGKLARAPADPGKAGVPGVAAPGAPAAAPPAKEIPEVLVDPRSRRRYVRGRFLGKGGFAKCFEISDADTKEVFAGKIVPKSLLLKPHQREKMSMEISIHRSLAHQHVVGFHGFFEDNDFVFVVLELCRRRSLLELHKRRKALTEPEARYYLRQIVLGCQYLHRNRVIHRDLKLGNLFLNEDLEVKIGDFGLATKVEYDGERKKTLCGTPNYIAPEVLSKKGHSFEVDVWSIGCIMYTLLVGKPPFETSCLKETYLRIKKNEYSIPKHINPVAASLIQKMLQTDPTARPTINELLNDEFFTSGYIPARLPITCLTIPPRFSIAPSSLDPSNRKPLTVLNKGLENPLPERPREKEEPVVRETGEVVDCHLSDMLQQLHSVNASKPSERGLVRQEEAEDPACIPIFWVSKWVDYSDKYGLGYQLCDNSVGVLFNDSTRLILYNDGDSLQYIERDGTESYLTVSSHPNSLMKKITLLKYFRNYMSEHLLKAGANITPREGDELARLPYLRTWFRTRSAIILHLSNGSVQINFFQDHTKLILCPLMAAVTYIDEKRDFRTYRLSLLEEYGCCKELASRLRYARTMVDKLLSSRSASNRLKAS
PLK1 inh: PLK1 (human) kinase inhibition. P53350. recombinant PLK1 kinase, TR-FRET peptide phosphorylation. inhibition, % at 10 µM. 97,000 compounds, 0.53% hits. AID 619;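 active = inhibition of 50% or more in the single-concentration screen; inactive = inhibition below 50%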;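 also: 0% = DMSO max control and 100% = H-89 dihydrochloride min control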
The depositor's hits bear a star; ? = inconclusive; . = no result given. Random draw from the library. About 3.4% of those tested had a hit in this group.

SMILES	VCAM1 TNFa inh	HUVEC tox IL1B	sEH inhibitor	hDAT+cocaine	HUVEC tox TNFa	E coli WT exp	cytoskel mod	PLK1 PBD inh	PLK1 inh
CCc1ccc(NC(=O)CSc2nc3cc(C(=O)OC)ccc3c(=O)n2CC2CCCO2)cc1 (stereo unspecified)	-11	10	-7	0.096	2	-4	5	-3	-12
Cc1ccc(-n2nc3c4c(cccc4c2=O)-c2ccccc2-3)cc1	26	-7	18	-0.33	4	0	7	17	-5
Cc1ccc2c(c1)N(CC(=O)N1CCCCCC1)C(=O)CO2	-3	15	7	-0.5	-45	2	12	-21	-6
COc1ccc2cc(C(=O)N3CCCCCC3)sc(=O)c2c1OC	36	-17	10	0.35	10	-2	-10	4	3
Cc1ccc(N2CC(C(=O)OCC(=O)C(C)(C)C)CC2=O)cc1C (stereo unspecified)	2	-32	-2	1.1	-11	7	55	1	2
Nn1c(SCC(=O)Nc2ccc(F)c(F)c2)nnc1C1CCCCC1	-6	7	-3	-0.23	-23	-1	16	-24	-7
c1ccc2c(c1)nnn2Cc1nnc2sc(-c3ccc4c(c3)OCCO4)nn12	5	2	-2	-0.87	-6	-12	1	-15	-7
CN1C(=O)/C(=N/OC(=O)c2ccccc2)c2ccccc21	12	16	-5	0.18	14	0	-1	-14	0
CCN(CC)S(=O)(=O)c1cccc(C(=O)NCC2CCCO2)c1 (stereo unspecified)	-2	14	5	0.47	-3	-2	-13	5	-5
C=C(C)CN(CC)c1nc(N)c(C#N)c(CC#N)c1C#N	-5	8	12	-0.78	-1	4	0	-8	5
CCOC(=O)c1cnc(C(C)(C)C)[nH]c1=O	3	8	-7	-0.85	8	-2	0	31	-16
COc1ccccc1N1CCN(C(=O)C2C3C=CC4(CN(Cc5ccccc5Cl)C(=O)C24)O3)CC1 (stereo unspecified)	7	9	-6	-0.67	1	2	-31	-35	-7
CCC(C)(C)NC(=O)C(c1ccco1)N(C(=O)CNC(=O)c1cccs1)c1cccnc1 (stereo unspecified)	-2	-7	6	-8.2*	-14	.	8	-21	109*
c1cc2c3c(cccc3c1)NC1(CCCCC1)N2	28	-3	-12	0.18	16	1	-10	8	8
COc1ccc(CCNC(=O)c2ccc(NS(=O)(=O)c3c(C)noc3C)cc2)cc1OC	-1	4	8	-0.93	-6	1	41	9	-7
CCCCCC(=O)Nc1cc2[nH]c(=O)cc(COC)c2cc1C	-9	6	10	-0.00069	18	4	-6	14	-6
CC(=O)c1c(N2CCOCC2)nc(=S)n(-c2cc(C)ccc2C)c1C	17	-12	2	-0.69	-2	-5	4	-10	0
O=C(NCCc1ccccc1)c1cc(S(=O)(=O)N2CCOCC2)ccc1F	6	-24	10	-0.67	-18	-2	13	-33	-9
CCCCn1c(C(C)NC(=O)COC)nc2ccccc21 (stereo unspecified)	-31	-54	15	-0.7	-6	-3	25	9	-3
CC(=O)Nc1c(C)nn(-c2ccc(C)c(C)c2)c1C	4	-29	-7	-0.036	-3	-3	5	13	-12
COc1nc(N(C#N)CC(N)=O)nc(N2CCCC2)n1	-6	13	-8	0.74	-2	2	11	-17	-23
CCOCCOC(=O)CCSc1n[nH]c(=O)[nH]c1=O	34	17	-3	-0.3	18	-11	-14	6	-8
N#CC(C(=O)OC1CCCCC1)c1nc2ccccc2nc1N1CCCCC1 (stereo unspecified)	-2	-110	12	-1.9	-26	-23	22	-14	-6
Cc1ccc(N2CC(C(=O)Nc3ccc(N(C)C)cc3)CC2=O)cc1C (stereo unspecified)	-22	-16	.	0.13	0	-9	-4	-7	-4
CC(=O)Nc1ccc(C(=O)CSc2nnc(-c3ccc(O)cc3)n2CC2CCCO2)cc1 (stereo unspecified)	9	-19	-10	-0.17	-20	-4	16	-15	-12
CCOC(=O)C1C(=O)NC(N2CCc3ccccc32)=NC1c1ccccc1 (stereo unspecified)	-12	-22	-2	0.72	-10	10	-3	5	-12
CC(=O)c1ccc(N2CCN(C(=O)C3CCC3)CC2)cc1	4	10	-4	0.025	-12	-4	-6	3	-11
Cc1cc(C)nc(SCC(=O)c2ccc(O)cc2O)n1	9	0	7	0.015	28	1	2	-14	-9
CCOC(=O)C1=C(N)n2c(s/c(=C\c3cccnc3)c2=O)=C(C(=O)OC)C1c1cccnc1 (stereo unspecified)	15	-9	4	-0.57	1	.	-12	17	-20
CCc1ccc2c(c1)C(c1cccs1)=NNC(c1cccnc1)=N2	24	-65	3	1.5	6	3	-23	-22	-4
Cc1cc(N2CC(C(=O)NCc3cccs3)CC2=O)ccc1C(C)C (stereo unspecified)	16	-79	5	-0.047	-64	-3	28	-9	-13
O=C(Nc1ccnc(-c2cccnc2)n1)c1cccc(Cl)c1Cl	7	-4	6	0.26	-4	0	-8	-39	-8
C(=N\N1CCN(Cc2cccc3ccccc23)CC1)/c1ccco1	14	-14	-3	0.84	4	5	-7	-11	-7
Nc1nnc(SCC(=O)N2CCN(Cc3ccccc3)CC2)s1	-23	-15	0	-1	-8	6	-6	15	5
CCn1c2ccccc2c2cc(NC(=O)C/C(C)=N/NC(=O)c3ccccc3N)ccc21	1	-19	5	0.073	9	7	-15	-22	-8
Oc1ccccc1-c1nnc(-c2ccc(C(F)(F)F)cc2)o1	3	4	-5	-0.33	-2	-8	-5	-11	-3
N=c1c2c(-c3ccccc3)c(-c3ccccc3)oc2ncn1CCN1CCOCC1	1	-25	5	2.9	-3	3	-41	32	-9
O=C1CCC(C(=O)OCC(=O)N2N=C3/C(=C/c4ccccc4)CCCC3C2c2ccccc2)N1 (stereo unspecified)	11	-4	1	1.7	-11	7	-2	22	-11
CCc1nnc(NC(=O)c2ccc(S(=O)(=O)NCC(C)C)cc2)s1	14	13	-6	0.18	-19	-3	9	-15	-10
CC(C)C(OC(=O)c1ccco1)C(=O)NCc1cccs1 (stereo unspecified)	16	-9	-10	-0.47	-5	7	0	-2	-9
C#CCOC(=O)Nc1ccc(=O)n(Cc2c(Cl)cccc2Cl)c1	-18	-20	-13	-0.11	24	1	22	-2	0
COc1ccc(OCc2nnc(SCC(=O)NCc3ccco3)o2)cc1	-6	12	2	-0.22	-8	2	-25	-17	6
c1ccc(-c2cnc(CSc3ncnc4sccc34)o2)cc1	-7	30	-7	0.15	-5	2	11	-15	-6
NC(=O)c1ccc(C(F)(F)F)n(Cc2ccc(Cl)cc2)c1=O	14	-61	-2	-0.47	6	-2	-29	-19	81*
COc1ccc(N(CC(=O)N2CCN(Cc3ccc4c(c3)OCO4)CC2)S(C)(=O)=O)cc1OC	31	-2	9	-0.5	-10	-5	-12	4	-10
CC(=O)COc1ccccc1OC(=O)c1ccco1	-17	5	-5	-0.68	-22	1	13	0	-17
CCC(=O)c1cn(CC(=O)OC)c2ccccc12	5	-7	5	0.036	38	-1	-14	5	8
COc1ccc(Cl)cc1NC(=O)CSc1nnc(COc2ccccc2)n1C	-6	-10	12	-0.089	-14	-5	11	-13	-2

Some of these compounds in order of molar mass, falling:
SMILES	VCAM1 TNFa inh	HUVEC tox IL1B	sEH inhibitor	hDAT+cocaine	HUVEC tox TNFa	E coli WT exp	cytoskel mod	PLK1 PBD inh	PLK1 inh
COc1ccc(N(CC(=O)N2CCN(Cc3ccc4c(c3)OCO4)CC2)S(C)(=O)=O)cc1OC	31	-2	9	-0.5	-10	-5	-12	4	-10
COc1ccc(OCc2nnc(SCC(=O)NCc3ccco3)o2)cc1	-6	12	2	-0.22	-8	2	-25	-17	6
CCc1nnc(NC(=O)c2ccc(S(=O)(=O)NCC(C)C)cc2)s1	14	13	-6	0.18	-19	-3	9	-15	-10
c1ccc(-c2cnc(CSc3ncnc4sccc34)o2)cc1	-7	30	-7	0.15	-5	2	11	-15	-6

(more compounds)
SMILES	VCAM1 TNFa inh	HUVEC tox IL1B	sEH inhibitor	hDAT+cocaine	HUVEC tox TNFa	E coli WT exp	cytoskel mod	PLK1 PBD inh	PLK1 inh
COC(=O)CSc1nc2c(c(=O)[nH]c(=O)n2C)n1CCC(C)C	-3	-6	9	-1.1	-31	-7	-9	-3	-9
OC(Cn1cncn1)(c1ccccc1)c1ccccc1	1	15	-6	0.64	-16	4	-4	-1	-18
CNC(=O)c1ncnnc1N(C)C(=O)NCc1ccccc1	34	.	.	0.62	4	-7	2	12	0
Cc1ccccc1OCC(=O)NCC(=O)N/N=C/C=C/c1ccccc1	-11	10	2	-0.25	-19	0	-5	17	5
O=C(C[n+]1cccc(NC(=O)c2ccccc2)c1)c1ccccc1	16	-15	5	.	-19	10	1	12	-2
CCOc1ccc(OCC)c(NC(=O)C2CCCN2S(=O)(=O)c2cccc3cccnc23)c1 (stereo unspecified)	12	-10	.	0.45	-7	-5	-2	21	-6
CCOC(=O)c1c(NC(=O)CN2CCN(C(=O)c3ccco3)CC2)sc2c1CCCC2	8	21	-2	.	-18	.	-5	8	-3
C[N+]1(C)CCC(=C2c3ccccc3CC(=O)c3sccc32)CC1	-16	15	-5	0.9	8	3	-27	-7	-9
Cc1ccc(N(CC(=O)NCc2ccco2)S(=O)(=O)c2ccccc2)cc1	11	-33	.	0.077	-2	9	-15	-6	-3
CC(Oc1ccccc1Br)C(=O)N1CCc2ccccc21 (stereo unspecified)	8	26	-1	-0.64	0	6	-15	18	-14
CCOC(=O)C(C)c1nn(C)c(=O)c2ccccc12 (stereo unspecified)	29	8	-3	-0.72	39	-3	37	-1	5
Cc1cc(NC(=O)CCCC(=O)OCC(F)(F)C(F)F)cc(C)c1C(=O)O	21	-70	7	-1.4	-17	-2	.	14	-5
Clc1ccc(CSc2nnc(-c3ccc4c(c3)OCO4)o2)cc1	-2	-69	0	-0.096	4	-5	-5	-6	-2
Fc1ccc(CNc2cnccn2)cc1	18	-8	5	-0.69	-10	6	16	-5	-3
N=c1c(C(=O)NCc2ccco2)cc2c(=O)n3ccccc3nc2n1Cc1ccc(Cl)cc1	11	1	0	2.1	-11	-9	-14	3	0
NC(=O)Nn1c(CCC(=O)O)ccc1-c1ccc(F)cc1	10	-31	9	.	0	-4	-40	2	0
Cc1noc(C)c1CN1C(=O)NC(Cc2ccccc2)(Cc2ccccc2)C1=O	9	17	.	-0.036	-9	-4	-7	27	-9
CCC(C(=O)Nc1ccccc1OC)n1c(C(=O)OC)cc2ccsc21 (stereo unspecified)	6	-45	-5	-1	-28	-21	.	-19	-4
COc1cc(NC2c3ccccc3C(=O)N2c2cc(C)ccn2)cc(OC)c1OC (stereo unspecified)	2	-20	.	-0.53	-29	5	2	-22	-14
O=C(Nc1nc2ccccc2n1CCN1CCCCC1)C1CCCCC1	24	-24	-3	-0.72	-32	4	8	-16	-4
O=C(COC(=O)c1cn(-c2ccccc2)nc1-c1cccs1)NC1CC1	3	-11	-4	0.53	-44	-10	8	13	-8
COC(=O)C(C(=O)NCC1CCCO1)C1CCCCCC1 (stereo unspecified)	8	18	-19	-0.52	-14	-2	4	5	-9
O=C1NCCN1Cc1ccc(F)cc1	-5	3	3	-1.3	-18	3	4	-20	2
O=c1ccc(Oc2nc(N3CCOCC3)nc(N3CCOCC3)n2)nn1-c1ccccc1	99*	-12	2	0.49	90*	-3	-14	-4	-10
CCN(CCO)Cc1csc2ccc(Br)cc12	-5	-12	-4	0.44	-2	13	-8	-22	-5
COc1ccc(Oc2c(Cl)cnn(-c3ccc(C)cc3)c2=O)cc1	0	-11	-5	-1.8	-8	4	-37	-28	-5
CC1(C)Cc2c(oc3ncn4ncnc4c23)CO1	?	7	-11	0.65	97*	-5	.	22	2
COC(=O)N1CC(c2ccccc2)CC1=O (stereo unspecified)	-7	-15	3	-0.9	2	-9	6	2	-6
N#C/C(=C(/O)COC(=O)Cc1c[nH]c2ccccc12)c1nc2ccccc2[nH]1	7	5	3	-0.15	-2	2	55	0	-4
CC(=O)NC(NC(C)=O)c1ccc(N(C)C)cc1	13	3	2	-0.93	16	.	-25	-6	-9
